# TNAP activators: human TNAP enzyme activators, primary screen, biochemical, luminescent, no phosphate acceptor, uHTS (AID 1001); purified TNAP, luminescent activation assay, no phosphate acceptor; higher activation fold means a stronger effect; activation fold at 20 µM; hits with a dose series show EC50 in µM; 0.03% of 200,000 active; in the data active = activation fold from about 3, or a potency from the dose series; inactive = the rest, 99 in 100 with activation fold below about 1.6; also: many of its hits are not listed in these tables
# RSV antiviral HEp-2: RSV antiviral activity via CPE protection, HEp-2 cells, primary 10 µM value included (AID 2391); HEp-2 cells, RSV-induced CPE inhibition; higher % means a stronger effect; CPE inhibition, % at 10 µM, or IC50 in µM where a hit was titrated; 0.13% of 310,000 active; in the data active = a potency from the dose series; inconclusive = CPE inhibition mostly from about 23% at the one dose, without a potency; inactive = the rest, 99 in 100 with CPE inhibition below about 21%; also: strong numbers were not always called active
# WT yeast gro inh: growth inhibition of WT yeast, mitochondrial fusion screen. mitochondrial fusion phenotypic screen, WT strain. inhibition, % at 10 µM. 2.1% of 190,000 active; in the data active = inhibition above about 58%; tested in S. cerevisiae
# SIAH1 antagonists: blockers of Siah-1 interaction with plectin peptide – biochemical, fluorescence polarization, rhodamine-plectin, uHTS, primary screen (AID 1817); Siah-1 / rhodamine-plectin peptide fluorescence polarization; higher % means a stronger effect; one-dose displacement, % at 20 µM; IC50 in µM for titrated hits; 0.02% of 290,000 active;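 active = displacement of at least 50% at 20 µM, with a fluorescence ratio check between 0.3 and a set limit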;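 also: plate controls were Siah plus tracer with DMSO for no effect and tracer alone without Siah for full effect; strong numbers were not always called active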
# Salmonella PhoP GFP: PhoP-dependent GFP reporter repression – Salmonella Typhimurium, primary screen (AID 1863). S. Typhimurium PhoP-regulated promoter GFP reporter, 4 h; higher % means a stronger effect. inhibition, % at 50 µM, or IC50 in µM where a hit was titrated. 0.16% of 300,000 active;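 active = inhibition over 29.93%, a cutoff 3 SD above the screen mean, later confirmed by dose response; inconclusive = inhibition over 29.93% but no dose response follow-up; inactive = inhibition at most 29.93% or unconfirmed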;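 also: 0% = low Mg2+ inducing control and 100% = high Mg2+ repressing control; strong numbers were not always called active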
# XIAP antagonists: small molecules displacing peptide from XIAP – biochemical, IAP family, fluorescence polarization (AID 1018). 0.007% of 200,000 active. XIAP BIR domain, fluorescence polarization peptide displacement; higher % means a stronger effect. one-dose displacement, % at 20 µM; IC50 in µM for titrated hits; in the data active = displacement above about 50%; also: a part of the inactive calls stands beside numbers as strong as those of hits
# Myeloid diff MLP: compounds promoting myeloid differentiation; ER-HoxA9 myeloid progenitors, lysozyme-GFP differentiation, flow cytometry; calls only at 10 µM; 1% of 360,000 active; AID 624256;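 active = normalized GFP-positive differentiation at or above the plate's own cutoff, the solvent-only control mean plus 3 SD; inconclusive = no clear call, values can overlap the other calls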;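 also: cells exposed to compound for four days before flow analysis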
# human PMI inhibition: inhibitors of human PMI, primary screen, biochemical, fluorescence intensity, coupled assay (AID 1209); purified PMI enzyme, coupled fluorescence intensity; higher % means a stronger effect; one-dose inhibition, % at 20 µM; IC50 in µM for titrated hits; 0.42% of 190,000 active;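 also: plate controls were DMSO vehicle for no effect and wells lacking substrate for full effect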
# PMI inhibition: human PMI inhibitors, high substrate, primary screen, biochemical, fluorescence intensity, high mannose 6-phosphate (AID 1220); recombinant PMI enzyme, coupled fluorescence intensity; higher % means a stronger effect; inhibition, % at 20 µM, or IC50 in µM where a hit was titrated; 0.66% of 190,000 active
# WT yeast gro inh mutant strain: also measured in WT yeast gro inh; calls as there; inhibition, %; mitochondrial fusion phenotypic screen, mutant strain inhibition
# Myeloid diff MLP GFP+ MAC1+ %: recorded beside Myeloid diff MLP, whose call it bears; GFP+ MAC1+ double positive, %; measured here: differentiation confirmed by MAC1 staining
# Starred values were filed as active, the others as inactive; i = inactive; ? = inconclusive; nt = not tested or not shown; + = active, no number. Rule as the data show it, unless noted: active = inhibition above about 50%; inactive = the rest.
compound	TNAP activators	RSV antiviral HEp-2	WT yeast gro inh	WT yeast gro inh mutant strain	SIAH1 antagonists	Salmonella PhoP GFP	XIAP antagonists	Myeloid diff MLP	Myeloid diff MLP GFP+ MAC1+ %	human PMI inhibition	PMI inhibition
Cc1cc(C(=O)N/N=C2\CC(=O)c3ccccc32)c(C)n1-c1ccccc1	1.1	6.8%	3	11	3%	1%	-4.4%	i	0.4	-13%	42%
Cc1ccc(-c2csc(/C=C3\SC(C)C(=O)N3CC(=O)Nc3ccccc3F)n2)cc1 (stereo not given)	nt	1.3%	nt	nt	5%	-5%	nt	i	0.6	nt	nt
COc1ccc(C(CC(=O)O)NC(=O)Nc2ccccc2)cc1OC (stereo not given)	0.9	-1.5%	-45	-5	4%	1%	-4.9%	i	0.1	-24%	-11%
CCNc1nc(OC)nc(SCC(N)=O)n1	1.1	1.7%	15	10	3%	0%	-7.2%	i	0.6	15%	3%
N#C/C(=C\c1ccc([N+](=O)[O-])cc1)C(=O)Nc1ccccc1O	1.1	1.4%	-3	12	-1%	-17%	-2.5%	i	0.2	14%	18%
CCN1CNC(=S)N(c2cccc(C)c2C)C1	1.1	-0.4%	-8	11	1%	-5%	-1.9%	i	0.6	-5%	-10%
COc1ccc(C2=NN(c3nc(-c4ccccc4)c(CC(=O)O)s3)C(c3ccco3)C2)cc1 (stereo not given)	1	0.1%	10	-1	15%	13%	1.9%	i	2.1	-36%	-46%
Cc1cccc(NC(=S)NNC(=O)c2csc3c2CCCC3)c1	1.2	0.9%	40	22	-5%	-1%	-3.9%	i	1.3	-3%	-6%
CCCC(=O)CN1C(=O)C2(OCCO2)c2ccccc21	1	1.6%	9	9	1%	-2%	-5.8%	i	0.5	7%	7%
Cc1cc(C)nc(NC(=O)c2ccc(Cl)cc2[N+](=O)[O-])c1	1	1.7%	-7	-14	1%	-12%	-6.8%	i	0.4	-7%	-10%
CC1CC(C)(C)NC(=S)N1CCC(=O)NCc1ccc(F)cc1 (stereo not given)	1	-0.4%	11	4	-2%	0%	-1.5%	i	0.5	-1%	-2%
CNc1c([N+](=O)[O-])cnn1-c1ccccc1Cl	1.1	0.5%	13	3	1%	-7%	0.3%	i	1.8	-5%	-10%
CCOC(=O)c1cnc2ccccc2c1Nc1ccc(C(=O)O)cc1	1.1	0.7%	-34	-10	17%	-10%	-3.5%	i	0.4	-7%	-3%
CCOC(=O)c1c(C)c(C(=O)NCCOC)c(C)n1CC	1.1	0.1%	3	-17	2%	3%	-1.0%	i	1.1	8%	8%
O=C(Nc1cccc(F)c1)c1sc(Cl)nc1-c1ccccc1	1	1.5%	-11	-7	-2%	-13%	-12%	i	0.7	10%	10%
CCNc1nc(NC(C)C)nc(Oc2ccc(OCCOc3ccc(C)cc3)nn2)n1	1.1	1.0%	0	1	1%	-5%	-3.4%	i	5.5	4%	-8%
Cc1ccc(C(OC(=O)c2ccco2)C(=O)NC2CCCC2)cc1 (stereo not given)	nt	1.2%	nt	nt	7%	0%	nt	i	3.3	nt	nt
O=C(C1=C(O)C(=O)N(CCN2CCOCC2)C1c1ccc([N+](=O)[O-])cc1)c1cccs1 (stereo not given)	nt	1.0%	nt	nt	14%	2%	nt	i	1.0	nt	nt
CN(C)c1ccc(C(CNC(=O)COc2ccc(Cl)cc2)N2CCCC2)cc1 (stereo not given)	nt	-3.1%	nt	nt	-2%	7%	nt	i	0.0	nt	nt
O=C(CSc1nnc(COc2ccccc2F)n1-c1ccccc1)NC1CCS(=O)(=O)C1 (stereo not given)	1.1	2.0%	-4	10	-5%	-12%	-1.6%	i	0.6	2%	0%
O=C(COC(=O)C(c1ccccc1)c1ccccc1)NCc1ccco1	1.1	0.8%	9	-8	2%	2%	-6.6%	i	0.1	4%	8%
CCOc1ccc2[nH]c(=O)c(CN(Cc3cccs3)Cc3nnnn3C(C)(C)CC)cc2c1	1	-0.5%	-10	-3	-1%	11%	1.5%	i	1.4	2%	16%
COc1ccc(NC(=O)c2ccccc2-c2ccccc2)cc1	1	-0.1%	14	21	-1%	-4%	-1.1%	i	0.4	-7%	-5%
COc1ccc(-c2cc(OC(=O)c3ccc(F)cc3)c3c(C)oc(C)c3c(=O)c2)cc1	0.9	0.3%	15	40	2%	-4%	-6.2%	nt	nt	-27%	-17%
CCOc1ncccc1C(=O)N1CCN(c2cc(Cl)ccc2C)CC1	1.1	4.4%	11	16	21%	5%	-4.5%	?	nt	11%	15%
COc1ccc(-c2ncncc2-c2csc(C)n2)c(O)c1OC	1	0.2%	9	1	3%	11%	-4.7%	i	0.8	-5%	3%
CC(C)(C)NC1=CC(=O)OC12CCCCC2	1	0.5%	18	2	3%	-4%	0.1%	i	1.7	-3%	2%
O=C(NCc1ccccc1Cl)C1CCC(=O)N(C2CC2)C1 (stereo not given)	nt	0.4%	nt	nt	-1%	0%	nt	i	1.0	nt	nt
CCOc1ccc(NS(=O)(=O)c2ccc(NC(=S)NC(=O)CC(C)C)cc2)cc1	1	19%	79*	15*	-1%	15%	-1.5%	i	2.7	14%	13%
COc1ccc(NC(=O)c2ccccc2C)cc1	nt	1.7%	nt	nt	-2%	-7%	nt	i	0.2	nt	nt
O=C(CCc1ccccc1)Nc1ccc2c(c1)OCO2	nt	0.3%	nt	nt	-6%	7%	nt	i	1.4	nt	nt
NC(=O)c1nsc(C(=O)N(c2cccc(F)c2)C(C(=O)NC2CCCC2)c2ccc(O)cc2)c1N (stereo not given)	nt	0.4%	nt	nt	-6%	9%	nt	i	0.7	nt	nt
CN1C(C(=O)c2ccccc2)=C(N)c2ccccc2S1(=O)=O	1.1	0.6%	-19	-9	21%	3%	-1.7%	i	0.1	-8%	-7%
OC(c1cccnc1)c1cccs1 (stereo not given)	1.1	2.5%	-5	-21	11%	11%	1.9%	i	5.6	-3%	-3%
O/N=C/c1cc(Br)cc(Br)c1OCc1ccccc1	1.1	?	60*	29*	14%	10%	-1.7%	i	0.9	24%	22%
COc1cccc(C(=O)Nc2ccc(NC(=O)C3CC3)nc2)c1	nt	0.2%	nt	nt	-2%	3%	nt	i	1.5	nt	nt
O=C(Cn1cc(S(=O)(=O)N2CCN(c3ccccc3F)CC2)c2ccccc2c1=O)NCCCN1CCCCCC1	1.1	-1.3%	-8	7	-7%	-8%	-8.6%	i	0.1	-4%	-7%
O=[N+]([O-])c1cc(/C=N\Nc2ccccn2)ccc1Cl	nt	-0.4%	nt	nt	0%	7%	nt	i	0.1	nt	nt
N#C/C(=C/c1ccc(O)c([N+](=O)[O-])c1)C(=O)Nc1ccccc1	0.9	0.6%	7	21	2%	-11%	-19%	?	nt	9%	19%
NS(=O)(=O)c1ccc(NC(=S)NC(=O)c2cccnc2)cc1	1	0.7%	-7	-11	4%	13%	-7.8%	i	0.3	3%	-5%
CCOc1ncccc1C(=O)Nc1cccc(C(=O)Nc2cccc(S(=O)(=O)CCO)c2)c1	1.1	1.4%	7	25	3%	-12%	-1.4%	i	0.4	7%	6%
Cc1cc(C)cc(N(CC(=O)NC2CCCCC2)C(=O)CCCC(=O)Nc2ccccn2)c1	nt	0.9%	nt	nt	-6%	1%	nt	i	1.4	nt	nt
N#C/C(=C\Nc1ccccc1O)c1nc2ccccc2o1	2.6	1.6%	63*	29*	-5%	11%	-6.8%	i	0.9	9%	5%
O=S1(=O)C=C(Sc2nc3ccccc3s2)c2ccccc21	1	-2.2%	16	-1	-1%	18%	-4.1%	nt	nt	-2%	-21%
CCC(=O)N/N=c1/sc2ccccc2n1C	1.2	3.4%	-25	-4	4%	-9%	-1.3%	i	0.2	-10%	-15%
CCOC(=O)C(C(=O)OCC)C(C#N)c1ccccc1 (stereo not given)	1.1	0.8%	-5	4	19%	-15%	-6.9%	+	3.3*	6%	1%
CCC(C)c1ccc(NC(=S)N2CCCC2)cc1 (stereo not given)	nt	0.7%	nt	nt	3%	-3%	nt	i	1.8	nt	nt
Cc1ccc(-c2nn3c(C)nnc3s2)cc1NC(=O)COc1ccc(Cl)cc1	1.1	-1.2%	27	-1	3%	4%	6.6%	i	4.1	3%	3%
COC(CSc1ncnc2c1oc1nc3c(cc12)COC(C)(C)C3)OC	nt	2.4%	nt	nt	-8%	-4%	nt	i	0.2	nt	nt
Cc1cc(N2C(=O)C(O)=C(C(=O)c3cc4ccccc4o3)C2c2cccc(Br)c2)no1 (stereo not given)	nt	2.9%	nt	nt	1%	0%	nt	i	0.0	nt	nt
O=C(c1ccc([N+](=O)[O-])o1)N1CCOCC1	1.1	-1.8%	-5	-11	-8%	7%	-2.4%	i	0.7	-12%	5%
CC(=O)CSc1nc(-c2ccccc2)c(-c2ccccc2)o1	nt	7.2%	nt	nt	12%	-6%	nt	i	0.3	nt	nt
O=C(CN(C(=O)CNC(=O)c1cccs1)c1ccccc1F)NC1CCCCC1	nt	1.4%	nt	nt	-1%	1%	nt	i	0.6	nt	nt
Cc1cc(OCC(=O)NC2CC(C)(C)NC(C)(C)C2)c(C)cc1Br	nt	0.1%	nt	nt	-2%	-7%	nt	i	1.7	nt	nt
CC(C)(c1ccccc1)c1ccc(OCC2CO2)cc1 (stereo not given)	nt	15%	nt	nt	-6%	8%	nt	i	0.0	nt	nt
CC(C)C(C(=O)Nc1ccc2c(c1)OCCOCCOCCOCCO2)N1C(=O)c2ccccc2C1=O (stereo not given)	1.1	0.1%	-5	0	6%	3%	-7.8%	i	0.1	8%	7%
CCCc1cc(=O)oc2cc(OCC(=O)OC)cc(OCC(=O)OC)c12	1	nt	13	6	0%	5%	-12%	nt	nt	0%	1%
COc1ccc(/C=N/NC2=NS(=O)(=O)c3ccccc32)cc1OC	nt	2.2%	nt	nt	7%	1%	nt	i	0.6	nt	nt
COc1ccc(NC(=O)C2=C(C)Nc3nc(CCCO)nn3C2c2ccc(OC)c(OC)c2)cc1 (stereo not given)	1	0.1%	11	7	0%	-7%	-1.7%	i	0.7	2%	10%
O=C(N/N=C/c1cccn1-c1ccc(O)cc1)c1cccc2ccccc12	nt	1.5%	nt	nt	-6%	6%	nt	i	4.0	nt	nt
O=C(NCc1ccccc1F)C1CCC(=O)N(Cc2ccc(Cl)cc2)C1 (stereo not given)	nt	3.1%	nt	nt	0%	-5%	nt	i	1.0	nt	nt

# Screening results from PubChem BioAssay.
